# Screening data deposited in PubChem BioAssay by Sanford-Burnham Center for Chemical Genomics.
# SENP1 FRET inh: blocks the human SENP1 SUMO protease catalytic domain; recombinant SENP1 catalytic domain, CyPet-SUMO1-YPet FRET cleavage; 0.21% of 360,000 active; inhibition, % at 10 µM; AID 624204; Q9P0U3;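 active means inhibition at least 30% at 10 µM, raw YFP signal under a set limit, fluorescence ratio 0.5 to 1.5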;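 further: 0% = enzyme with DMSO and 100% = no enzyme wells; some results filed as inactive read as strong as hits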
#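 Compound: 10 µM single point, 0.5% DMSO; Test system: hSENP1 catalytic domain, recombinant; Timing: 50 min reaction at room temperature; Technique: FRET, CFP and YFP emission; Control set: no-enzyme wells low, DMSO-plus-enzyme wells high control.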
# SENP7 inh: blocks the human protease SENP7 | 1.5% of 330,000 active | recombinant SENP7, Z-RLRGG-aminoluciferin luminescence, 40 min | inhibition, % at 5 µM | AID 434973 | Q9BQF6;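 active means inhibition above about 50% at the single test dose, limit read from the data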;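 further: plate controls were DMSO with enzyme for no effect and no enzyme buffer wells for full effect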
# UBC13 inh: blocks human UBC13 polyubiquitin chain formation; inhibition, % at 20 µM; P61088; TR-FRET; 0.47% of 330,000 active; in the data active means inhibition above about 45%, passing the limit was not always enough
# SENP8 block-1: blocks human SENP8 cleavage of Nedd8 substrate | AID 602440 | Q96LD8 | inhibition, % at 20 µM | recombinant SENP8, Nedd8 substrate fluorescence | 0.64% of 360,000 active; in the data active means inhibition mostly above about 40%, no sharp cut-off; inactive means mostly below about 27%
# APOBEC3G inh: blocks human APOBEC3G single-stranded DNA deamination. 0.28% of 330,000 active. Q9HC16. inhibition, % at 20 µM. recombinant A3G, ssDNA deamination FAM/TAMRA fluorescence;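 active means inhibition of at least 40% at 20 µM, with no more than 30% in the related APOBEC3A deaminase screen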;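 further: plate controls were DMSO wells with A3G for no effect and wells lacking A3G enzyme for full effect; some compounds called inactive have numbers as strong as hits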
# Apaf-1 inh: blocks human Apaf-1 apoptosome activity | O14727 | reconstituted apoptosome caspase-3 activity, DEVD-Rh110 fluorescence | inhibition, % at 20 µM | 0.71% of 330,000 active | AID 489030; active means inhibition of at least 40% at 20 µM;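 further: plate controls were DMSO wells for no effect and DEVD-CHO caspase inhibitor wells for full effect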
# Target sequence (O14727 whole entry, looked up): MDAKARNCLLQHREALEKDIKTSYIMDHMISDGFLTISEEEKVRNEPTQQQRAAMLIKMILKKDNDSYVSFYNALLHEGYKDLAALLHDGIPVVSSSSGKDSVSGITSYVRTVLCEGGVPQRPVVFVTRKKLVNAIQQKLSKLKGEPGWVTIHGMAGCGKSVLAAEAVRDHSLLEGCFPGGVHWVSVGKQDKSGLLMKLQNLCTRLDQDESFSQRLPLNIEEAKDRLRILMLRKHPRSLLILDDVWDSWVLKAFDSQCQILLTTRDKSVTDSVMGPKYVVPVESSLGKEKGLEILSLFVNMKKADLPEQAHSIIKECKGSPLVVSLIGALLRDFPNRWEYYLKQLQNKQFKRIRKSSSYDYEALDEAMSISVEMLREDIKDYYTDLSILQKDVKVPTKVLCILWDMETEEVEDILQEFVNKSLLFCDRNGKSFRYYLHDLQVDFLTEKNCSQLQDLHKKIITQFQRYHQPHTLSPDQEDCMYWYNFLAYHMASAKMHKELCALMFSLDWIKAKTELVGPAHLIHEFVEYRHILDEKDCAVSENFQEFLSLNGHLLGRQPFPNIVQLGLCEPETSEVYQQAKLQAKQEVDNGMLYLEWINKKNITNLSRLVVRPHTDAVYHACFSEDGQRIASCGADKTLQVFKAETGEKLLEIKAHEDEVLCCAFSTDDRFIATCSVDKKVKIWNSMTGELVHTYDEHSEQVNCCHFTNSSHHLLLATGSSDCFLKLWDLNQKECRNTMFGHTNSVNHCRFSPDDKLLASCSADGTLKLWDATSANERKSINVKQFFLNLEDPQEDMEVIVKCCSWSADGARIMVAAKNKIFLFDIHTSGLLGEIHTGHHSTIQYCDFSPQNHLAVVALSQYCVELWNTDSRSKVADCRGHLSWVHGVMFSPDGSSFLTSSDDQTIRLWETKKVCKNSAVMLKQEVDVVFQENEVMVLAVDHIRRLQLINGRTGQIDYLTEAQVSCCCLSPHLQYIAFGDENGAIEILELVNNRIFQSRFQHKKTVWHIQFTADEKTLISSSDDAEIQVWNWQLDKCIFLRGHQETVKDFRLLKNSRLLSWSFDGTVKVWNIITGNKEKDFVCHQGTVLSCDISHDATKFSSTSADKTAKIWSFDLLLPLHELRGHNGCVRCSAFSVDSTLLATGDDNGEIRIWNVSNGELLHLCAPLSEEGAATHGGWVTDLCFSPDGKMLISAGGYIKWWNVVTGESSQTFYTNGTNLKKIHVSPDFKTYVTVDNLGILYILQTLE
#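 Medium: Hepes buffer, pH 7.5 / System: biochemical Apaf-1 apoptosome reconstitution / Measured by: Rh110 fluorescence, excitation 480 nm, emission 540 nm / Times: compound with Apaf-1, dATP, procaspase-3 30 min, then 50 min reaction, room temperature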
# SENP6 block: blocks the human protease SENP6; Q9GZR1; Recombinant SENP6 catalytic domain, aminoluciferin luminescence; inhibition, % at 10 µM; 1.8% of 330,000 active;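 active means inhibition above about 50% at the single tested dose, limit read from the data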;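 further: plate controls were DMSO wells with enzyme for no effect and DMSO wells lacking enzyme for full effect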
# SENP8 block-2: inhibitors of human SENP8 protease. purified SENP8, Z-RLRGG-aminoluciferin cleavage, luminescence. 1.2% of 330,000 active. AID 2540. Q96LD8. inhibition, % at 10 µM; in the data active means inhibition above about 50%
# An asterisk follows results filed as active; i = inactive; · = no result given; & = joins results of further samples. Outcome played no part in choosing rows; 3.6% or so of the library scored in one or more.
SMILES,SENP1 FRET inh,SENP7 inh,UBC13 inh,SENP8 block-1,APOBEC3G inh,Apaf-1 inh,SENP6 block,SENP8 block-2
O=C(CCc1ccc(S(=O)(=O)N2CCOCC2)cc1)Nc1ccc2c(c1)OCCO2,1,-6,20,4,-10,-25,-16,-3
COC(=O)C(Cc1ccccc1)NC(=O)CSc1nc(C)cc(=O)[nH]1 (stereo unspecified),3,0,2,11,0,6,2,0
COc1ccccc1CN(C(=O)CNC(=O)c1ccco1)C(C(=O)NCC1CCCO1)c1ccc(OC)c(OC)c1 (stereo unspecified),1,-2,-4,18,-3,5,3,7
COc1ccc(N2CCN(C(=S)NCc3ccc(C)cc3)CC2)cc1,2,-7,1,19,-8,-9,-4,2
COc1ccc(/C(C)=N/NC(=O)c2ccncc2)cc1,-1,3,-2,-290,1,-20,-10,-5
COc1ccc(NC(=O)c2ccc3c(c2)NC(=O)CS3)cc1S(=O)(=O)Nc1ccc(Br)cc1,0,8,-2,6,55*,14,-8,-1
C/C=C(\C)CN1CCC(Oc2cccc(C(=O)NCc3ccccn3)c2)CC1,-7,-11,2,6,-9,-7,-9,4
CCOC(=O)c1nnc(-c2ccc(C)cc2)nc1Oc1ccccc1Cl,2,-2,3,19,-10,-9,-14,-6
O=C(COC(=O)Cc1ccc(S(=O)(=O)N2CCCCC2)s1)Nc1ccc2c(c1)OCO2,-13,3,-13,-43,-1,10,-6,8
O=C(C1CCC1)N1CCN(S(=O)(=O)c2cc(F)ccc2F)CC1,1,4,2,1,-11,-5,-4,-8
Cc1ccc(-c2cnc(-c3ccncc3)o2)cc1,0,10,17,-266,-4,-7,20,2
CCCC(=O)Nc1sc2c(c1C(=O)Nc1ccccn1)CCCC2,-1,-4,-2,-117,-4,-4,-1,-8
O=S(=O)(Cc1ccccc1)N1CCCCCC1,0,-6,-5,11,-3,-5,7,-2
C=CCc1cccc(/C=N/NC(=O)c2ccccc2Br)c1O,-1,3,10,18,-3,0,11,-2
CCCCCCSc1ccc(-c2nc3ccc(C)cn3c2NC2CCCCC2)cc1,-51,-1,30,i,0,20,-5,3
O=C(COC(=O)c1ccc(O)cc1)NC(=O)NCc1ccccc1,1,-4,9,11,-3,1,-11,-3
CC1CCCN(S(=O)(=O)c2ccc(Br)s2)C1 (stereo unspecified),8,0,-5,8,-8,1,-5,-1
C1CC1Cc1noc(CN2CCN(CC3CC3)CC2)n1,2,1,-4,13,-13,-9,5,-3
Cc1cc(C(=O)NCc2nc(-c3ccccc3)no2)ccc1[N+](=O)[O-],0,3,2,1,-7,-5,-4,3
CC(C)N(Cc1ccccc1)C(=O)COC(=O)C1CCN(S(=O)(=O)c2ccc3c(c2)OCCO3)CC1,4,-3,-3,21,0,20,-3,7
COc1ccc(NC(=O)N2CCCc3ccccc32)cc1,0,9,4,14,-6,-13,2,2
CCOC(=O)c1nc[nH]c1C,0,-7,8,12,-2,-18,-2,-3
Cc1ccc(S(=O)(=O)N2CC(=O)N3CCN(CCN)C3C2)cc1 (stereo unspecified),-6,9,11,-9,4,16,0,6
CCc1ccc(OCc2cnc(Cl)s2)cc1,-1,-8,-6,8,-9,10,-20,-20
COc1ccc(C2=NCCn3nc4cc([N+](=O)[O-])ccc4c32)cc1,7,3,-9,-39,-4,4,2,-9
CC(C)CCNC(=O)Nc1ccc2c(c1)N(C)C(=O)CS2,0,-2,-3,7,0,9,-15,-9
Cc1ccsc1/C=C(\C#N)C(=O)NCc1cccnc1,-1,1,8,2,-3,-8,-1,-10
Cc1cc(C(=O)N/N=C/c2ccccn2)n[nH]1,-10,-2,-14,3,-1,2,-1,5
N#Cc1ccccc1OCC(=O)NCC(c1cccs1)N1CCOCC1 (stereo unspecified),0,3,0,-1,-4,7,-19,3
Cc1ccccc1OCC(=O)OCC(=O)Nc1cc(C(F)(F)F)ccc1N1CCOCC1,4,-7,-2,17,-3,7,-1,2
Cc1cccc([C@@H](NC(=O)OC(C)(C)C)C(=O)OC(C)(C)C)c1,4,-6,9,5,-9,0,-19,7
O=C(c1ccccc1Cc1ccccc1)N1CCN(S(=O)(=O)c2ccccc2[N+](=O)[O-])CC1,2,-1,0,5,-1,8,-12,6
CS(=O)(=O)Nc1ccc(C(=O)Nc2ccc3ccccc3c2)cc1,1,58*,1,1,-4,-5,37,-1
Cn1c(-c2ccccc2)cnc1NCc1ccc(F)cc1,-1,-13,1,-39,-6,6,-11,-13
CCCCN(C(=O)CSc1nnc(-c2ccccc2OC)n1C)c1c(N)n(Cc2ccccc2)c(=O)[nH]c1=O,0,2,4,-1,-4,6,2,4
COC(=O)c1sc(N)c(C(=O)OC)c1COC(=O)c1c(C)noc1C,-2,8,5,-24,-4,-16,-1,6
COc1ccc(CNc2ccc3c(c2)nc(C)n3C)cc1,-8,8,-2,-45,10,1,-4,-11
O=C(CC1SC(N2CCCCC2)=NC1=O)Nc1cccc(C(=O)Nc2ncccc2O)c1 (stereo unspecified),3,-5,-2,8,-5,-5,-1,-3
CCOC1OC(=O)C(Cl)=C1Nc1cc(C)ccc1C (stereo unspecified),1,1,-1,32,-2,-1,-1,-1
CN(C)S(=O)(=O)N(CC(=O)NCCSCc1ccc(Cl)cc1)c1ccccc1,1,-1,-1,17,-3,12,-13,0
Cc1ccccc1C(=O)Nn1cnnc1,1,8,-2,4,-6,-4,8,-9
Cc1ccccc1NC(=O)Cc1nnc(SCC(=O)Nc2ccccc2)n1C,-1,7,6,20,-6,-12,0,6
COc1ccc(OC2CCN(S(=O)(=O)c3ccc(OC)c(OC)c3)CC2)cc1,0,7,0,7,-4,9,13,2
Cn1c(CNC(=O)CNS(=O)(=O)c2ccccc2)cc(=O)n(C)c1=O,2,-13,-9,11,-3,6,-10,-6
CC(C)N(C(=O)[C@H]1CC(CC(=O)NCCCn2ccnc2)C(=O)N2CCc3c([nH]c4ccccc34)[C@]12C)C(C)C (stereo partly specified),-1,3,11,5,-2,9,3,1
CCOC(=O)c1ccccc1NC(=O)/C(C)=C/C(=O)O,1,-1,-3,-244,2,-1,4,4
O=C(Cn1nnc(-c2ccccc2)n1)NCC(=O)Nc1ccc(F)c(F)c1F,0,1,5,8,-3,0,-4,6
Cc1nc(C#N)c(NCc2ccc3c(c2)OCO3)o1,0,8,0,22,-6,-2,-25,-9
O=c1/c(=C\c2ccc(O)cc2)sc2nc(-c3ccccc3)c(-c3ccccc3)n12,-23,5,-35,-45,-3,-11,-2,-2
Nc1ccc(C(=O)NNC(=O)C2COc3ccccc3O2)cc1[N+](=O)[O-] (stereo unspecified),2,-2,-5,23,0,4,4,1
CCn1cc(S(=O)(=O)c2ccc(OC)cc2)c(=O)c2cc(F)c(N3CCN(C)CC3)cc21,1,-16,5,-326,-3,7,-11,-3
CCOC(=O)Cn1nnc2c(sc3nc4c(c(-c5ccccc5)c32)CCC4)c1=O,-1,-9,-1,39,18,28,-26,3
CC1Cc2ccccc2N1C(=O)CSc1nc2c(c(=O)n(C)c(=O)n2C)n1Cc1ccccc1 (stereo unspecified),1,-2,0,15,-6,-4,-6,-9
CN1CC(=O)N=C1N,-1&-2,6,-1,2&2,-4&-1,8,-6,0
Cc1ccc(OCC(=O)N/N=C2\CCOc3c(C)cccc32)cc1,0,-1,14,-133,-5,12,-13,-1
CCSc1sccc1C1C(C#N)=C(N)N(c2cccnc2)C2=C1C(=O)CCC2 (stereo unspecified),-38,10,-3,-166,2,16,13,0
CN(C(=O)COC(=O)/C=C/c1ccc(S(=O)(=O)N2CCc3ccccc32)cc1)C1CCS(=O)(=O)C1 (stereo unspecified),3,-2,6,8,-7,4,9,-2
Cc1cc(C)n(-c2ccc(F)cc2)c(=O)c1C(=O)O,2,-3,8,13,-3,-3,2,3
COc1ccc2c(C)cc3nncn3c2c1,0,0,3,-8,2,12,-8,-8
O=C(NCc1ccccc1C(F)(F)F)C1CC(c2cccc(F)c2)=NO1 (stereo unspecified),3,5,1,13,-5,8,-1,1

# Pulled by compound from the entries so far (four):
SMILES,SENP1 FRET inh,SENP7 inh,UBC13 inh,SENP8 block-1,APOBEC3G inh,Apaf-1 inh,SENP6 block,SENP8 block-2
CCOC(=O)c1ccccc1NC(=O)/C(C)=C/C(=O)O,1,-1,-3,-244,2,-1,4,4
CC1Cc2ccccc2N1C(=O)CSc1nc2c(c(=O)n(C)c(=O)n2C)n1Cc1ccccc1 (stereo unspecified),1,-2,0,15,-6,-4,-6,-9
CCOC(=O)Cn1nnc2c(sc3nc4c(c(-c5ccccc5)c32)CCC4)c1=O,-1,-9,-1,39,18,28,-26,3
O=C(Cn1nnc(-c2ccccc2)n1)NCC(=O)Nc1ccc(F)c(F)c1F,0,1,5,8,-3,0,-4,6

# Additional structures.
SMILES,SENP1 FRET inh,SENP7 inh,UBC13 inh,SENP8 block-1,APOBEC3G inh,Apaf-1 inh,SENP6 block,SENP8 block-2
COC(=O)Cc1ccc(NC(=S)N2CCN(c3ccccn3)CC2)cc1,12,-6,1,1,-8,-11,1,-4
COC(=O)c1cc(NC(=O)c2cc(-c3ccccc3Cl)oc2C(F)(F)F)ccc1N1CCOCC1,2,-1,3,-72,-6,0,13,19
CCOc1ccccc1N1CCN(C(=O)c2ccc(S(=O)(=O)Nc3ccccc3)cc2)CC1,0,7,13,16,-3,23,11,1
COc1cccc(CN(C)CC2CCCN(CCc3ccc(Cl)cc3)C2)c1OC (stereo unspecified),2,11,11,23,-8,-3,-4,-4
COC(=O)C1=C(COc2ccccc2)NC(=O)NC1c1ccc(Br)cc1 (stereo unspecified),0,-10,14,12,2,17,8,-1
Oc1ccccc1-c1cc(-c2ccccc2)no1,2,96*,9,-44,-5,6,84*,86*
CC(Sc1nncn1C)C(=O)Nc1nnc(C(C)C)s1 (stereo unspecified),3,0,5,13,-1,-8,13,6
COc1cc2c(cc1OC)C1(CCCCC1)CN(C)C2,-16,1,-1,-118,-5,-10,-3,4
Oc1ccc(Br)cc1C=Nc1ccc2c3c(cccc13)CC2,-28,-5,14,-414,-8,15,-15,-8
COc1ccc(S(=O)(=O)N(CC(=O)O)c2ccccn2)cc1,1,1,10,-336,-3,-1,-12,-1
Cc1ccccc1CSCCC(=O)NCCC1=CCCCC1,4,7,8,3,0,-12,-6,-1
CC(C)c1nnc(NC(=O)COc2ccc3c(c2)OCO3)s1,4,9,1,3,-15,4,-4,-1
Cc1ccc(NC(=O)CSCC(=O)NCCc2ccccc2)c(C)c1,2,-3,2,7,-9,17,-14,-7
O=C(NC1CCOc2ccccc21)c1ccc(=O)[nH]c1 (stereo unspecified),1,-1,3,19,-3,1,-13,-1
COc1cc(S(=O)(=O)Nc2ccc(C)cc2)ccc1N=Cc1c(C)[nH]n(-c2ccccc2)c1=O,7,6,-13,46*,38,15,4,-7
Cc1ccc(S(=O)(=O)NC2=NCCC2)cc1,1,-6,-4,11,-7,6,-16,-11
Cn1nc(CC(=O)Nc2cccnc2N2CCOCC2)c2ccccc2c1=O,·,4,5,·,-1,-2,-26,-9
O=C(c1ccc2c3c(cccc13)CC2)N1CCN(c2ncccn2)CC1,0,6,6,-19,-4,-7,-3,-5
O=C(CN1C(=O)NC2(CCOc3ccccc32)C1=O)N1CCCCC1 (stereo unspecified),1,4,0,19,-3,-6,5,-7

# Complete entries as entered above. Order of values: SENP1 FRET inh	SENP7 inh	UBC13 inh	SENP8 block-1	APOBEC3G inh	Apaf-1 inh	SENP6 block	SENP8 block-2
# `O=C(CN1C(=O)NC2(CCOc3ccccc32)C1=O)N1CCCCC1` (stereo unspecified) reads 1	4	0	19	-3	-6	5	-7
# `Cc1ccc(S(=O)(=O)NC2=NCCC2)cc1` reads 1	-6	-4	11	-7	6	-16	-11
# `O=C(c1ccc2c3c(cccc13)CC2)N1CCN(c2ncccn2)CC1` reads 0	6	6	-19	-4	-7	-3	-5
# `Cn1nc(CC(=O)Nc2cccnc2N2CCOCC2)c2ccccc2c1=O` reads ·	4	5	·	-1	-2	-26	-9
